Assay outcomes (PubChem BioAssay)
TrxR1 substrate: qHTS Assay for Substrates of Mammalian Selenoprotein Thioredoxin Reductase 1 (TrxR1): qHTS. Thioredoxin reductase 1, cytoplasmic (Rattus norvegicus), O89049. purified TrxR1 substrate turnover, NADPH consumption readout. Potency, µM (top dose mostly 114 µM), for the others: top-dose activity change, negative = substrate turnover. 0.01% of 390,000 active; further: potency means the concentration at half of the fitted maximal effect; on the % scale 0 is the no-effect control and ±100 the full control effect; nearly all actives have a fitted effect of over 50% in size
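Rat TrxR1, dispensed at 90 nM, was prereduced with 400 uM NADPH (final) for 5 min at ~22 deg C, then incubated with compound 15 min before 400 uM selenite. A first-read NADPH fluorescence drop versus no-compound background flagged substrates.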
TRHR agonist: qHTS for Small Molecule Agonists and Allosteric Enhancers of Human TRH Receptor: Primary Screen for Agonists; Thyrotropin-releasing hormone receptor (Homo sapiens), P34981; TRHR cells, calcium flux fluo-8, FDSS agonist mode; activation, % at 2 µM; AID 493084, 2011; 0.18% of 360,000 active; in the data active means activation above about 30%; further: 0% is about no effect
Target sequence (P34981 whole entry, looked up): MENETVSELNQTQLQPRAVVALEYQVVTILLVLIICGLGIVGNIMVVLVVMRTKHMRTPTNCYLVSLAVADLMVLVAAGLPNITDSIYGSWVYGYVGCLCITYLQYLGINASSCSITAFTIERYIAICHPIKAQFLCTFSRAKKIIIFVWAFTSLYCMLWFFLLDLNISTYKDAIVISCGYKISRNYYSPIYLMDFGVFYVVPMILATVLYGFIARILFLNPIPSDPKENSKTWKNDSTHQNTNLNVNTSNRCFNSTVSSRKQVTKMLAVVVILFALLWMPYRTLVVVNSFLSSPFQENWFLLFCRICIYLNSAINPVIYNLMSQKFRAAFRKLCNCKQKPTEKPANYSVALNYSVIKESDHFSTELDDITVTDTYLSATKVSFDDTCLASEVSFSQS
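In this calcium-flux screen, cells bearing human TRHR are dye-loaded with fluo-8, baselined for 10 cycles, then exposed to library compounds; positive kinetic calcium responses during the agonist phase mark hits, with TRH as control.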
mIDH1 inhibitor: qHTS for Inhibitors of mutant isocitrate dehydrogenase 1 (IDH1): qHTS. IDH1-R132H enzyme, NADPH consumption, diaphorase/resazurin fluorescence. AID 602179, 2012. 0.093% of 390,000 active. Isocitrate dehydrogenase [NADP] cytoplasmic (Homo sapiens), O75874. Potency, µM (titrated, usually from 76.6 µM), for inactives: top-dose activity change, negative = inhibition, actives largely listed as inhibitors; further: potency means the concentration at half of the fitted maximal effect; on the % scale 0 is the no-effect control and ±100 the full control effect; nearly all actives have a fitted effect of over 65% in size
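IDH1-R132H (0.5 ug/mL dispensed) in pH 7.5 Tris buffer was preincubated 30 min with compound, then given a substrate mix of 0.016 mM NADPH and 2 mM alpha-KG for 80 min at room temperature; remaining NADPH was read by diaphorase/resazurin fluorescence.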
D2 antagonist: HTS Assay for Allosteric Antagonists of the Human D2 Dopamine Receptor: Primary Screen for Antagonists; D(2) dopamine receptor (Homo sapiens), P14416; HEK293 TREx D2 cells, calcium flux, dopamine EC80; inhibition, % at 10 µM; 2% of 340,000 active; AID 485344, 2010; in the data active means inhibition above about 30%; further: 0% is about no effect
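Inhibition of EC80 dopamine-driven calcium flux, recorded kinetically, defines activity here; cells are a tetracycline-induced HEK293 T-REx line expressing force-coupled D2.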
TRHR PAM: qHTS for Small Molecule Agonists and Allosteric Enhancers of Human TRH Receptor: Primary Screen for Enhancers; Thyrotropin-releasing hormone receptor (Homo sapiens), P34981; TRHR cells, fluo-8 calcium fluorescence, EC20 TRH enhancement; enhancement, % at 2 µM; 0.66% of 360,000 active; AID 493056, 2011; in the data active means enhancement above about 30%; further: 0% is about no effect
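TRHR-expressing cells loaded with fluo-8 calcium dye were read kinetically (ex 480/em 530) during compound addition, then stimulated with an EC20 of TRH (10 nM final). Enhancement of the Gq-mediated intracellular calcium response was scored.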
USP1 inh: Inhibitors of USP1/UAF1: Primary Screen; 0.23% of 390,000 active; Potency, µM (highest dose often 57.1 µM), for inactives: top-dose activity change, negative = inhibition, hits mostly inhibitors; recombinant USP1/UAF1, Ub-Rhodamine cleavage fluorescence; further: potency means the concentration at half of the fitted maximal effect; on the % scale 0 is the no-effect control and ±100 the full control effect; nearly all actives have a fitted effect of over 60% in size; inactives centre near -12
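1 nM enzyme complex + cpd, 15 min RT; start with Ub-Rho 150nM final; kinetic fluorescence ex 480/em 540, 6 reads q60 s. Buffer 50mM HEPES pH 7.8, 0.5mM EDTA, 0.1 mg/ml BSA, 1mM TCEP, 0.01% Tween-20.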
TrxR1 inh: qHTS Assay for Inhibitors of Mammalian Selenoprotein Thioredoxin Reductase 1 (TrxR1): qHTS; recombinant rTrxR1, NADPH fluorescence consumption, selenite substrate; Potency, µM (titrated, usually from 114 µM), without a hit: at the highest dose activity change, negative = inhibition, most hits filed as inhibitors; 1% of 390,000 active; AID 588453, 2011; further: potency means the concentration at half of the fitted maximal effect; on the % scale 0 is the no-effect control and ±100 the full control effect; nearly all actives have a fitted effect of over 65% in size
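Rat TrxR1 (90 nM in the dispensed reagent) was pre-reduced with 400 uM NADPH for 5 min at room temperature, then incubated with compound for 15 min. After 400 uM selenite was added, NADPH fluorescence (Ex 340/Em 450 nm) was followed for 8 min.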
D2 ag: HTS Assay for Allosteric Agonists of the Human D2 Dopamine Receptor: Primary Screen for Agonists. D(2) dopamine receptor (Homo sapiens), P14416. HEK293 T-REx D2 cells, calcium flux agonist mode. activation, % at 2 µM. 0.53% of 340,000 active. AID 485358, 2010;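 active means activation over 3 SD above normal in the single-dose calcium agonist read, cut at about 30% in these data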; further: 0% is about no effect
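In this primary screen, compounds producing a positive calcium signal within 180 s of addition to tetracycline-induced, force-coupled HEK293 Trex D2 cells are flagged; cells are dye-loaded with a no-wash calcium kit beforehand.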
PI4K2A inh: qHTS for small molecular inhibitors of PI4K2A; 0.13% of 420,000 active; purified PI4K2A, ADP-Glo luminescence, 1 h; active compounds read low; activity change, negative = inhibition, % at 76.9 µM; Phosphatidylinositol 4-kinase type 2-alpha (Homo sapiens), Q9BTU6; in the data active means activity change below about -50%; inconclusive means mostly about -30% to -49%;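 further: -100% = wells without enzyme as full effect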
Target sequence (Q9BTU6 whole entry, looked up): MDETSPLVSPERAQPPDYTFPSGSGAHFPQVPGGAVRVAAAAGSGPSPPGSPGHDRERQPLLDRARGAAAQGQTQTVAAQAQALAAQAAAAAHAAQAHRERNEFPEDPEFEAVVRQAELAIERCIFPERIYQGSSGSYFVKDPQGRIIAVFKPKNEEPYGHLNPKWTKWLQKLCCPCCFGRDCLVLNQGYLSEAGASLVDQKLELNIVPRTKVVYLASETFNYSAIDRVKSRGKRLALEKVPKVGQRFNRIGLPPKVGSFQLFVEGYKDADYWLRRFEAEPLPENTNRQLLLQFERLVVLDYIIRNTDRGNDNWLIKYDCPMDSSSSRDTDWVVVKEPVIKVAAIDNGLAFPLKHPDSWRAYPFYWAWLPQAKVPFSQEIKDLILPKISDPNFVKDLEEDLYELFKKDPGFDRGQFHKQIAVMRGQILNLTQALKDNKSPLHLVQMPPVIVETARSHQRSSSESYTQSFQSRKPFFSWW
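In this quantitative HTS, ADP production by PI4K2A was quantified luminescently after 1 h at ambient temperature; 100 microM adenosine served as plate-quality control.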
* = called active by the depositor; u = inconclusive; x = not tested or not shown; [ ] = another dose, or the depositor's remark. Unless noted, the call rests on the fitted dose curve; in most records, active means well fitted inhibition curve with a large enough effect; inconclusive means small, poorly fitted or top-dose-only effect; inactive means no such curve, though single readings can be large or run the other way.

nr	SMILES	TrxR1 substrate	TRHR agonist	mIDH1 inhibitor	D2 antagonist	TRHR PAM	USP1 inh	TrxR1 inh	D2 ag	PI4K2A inh
1	Cc1ccc(N=Nc2c(N)[nH]n3c(=O)cc(-c4ccccc4)nc23)cc1	-8%	0.9	6%	-7	3	-14%	-2%	-1.0	-1
2	COc1cccc(NC(=O)C2CCCN(c3nnc(-n4c(C)ccc4C)s3)C2)c1 (stereo unspecified)	-9%	-1.3	x	x	0	6%	-18%	0.2	0
3	COc1ccc(/C=N/NC(=O)c2cccnc2)cc1Cn1nc([N+](=O)[O-])c(Br)c1C	x	-0.6	x	-17	-10	x	x	-0.4	x
4	C#CCN1C(=O)S/C(=C/C=C/c2ccc(N(C)C)cc2)C1=O	-17%	1.2	1%	0	19	18%	-19%	12	-8
5	O=C(OCCOc1cccc(Cl)c1)C1CCN(S(=O)(=O)c2ccccc2)CC1	-8%	3.2	4%	-19	6	-20%	4%	2.5	0
6	CC(=O)Nc1nonc1-c1nc2ccccc2n1Cc1ccccc1Br	6%[11.4 µM]	-1.2	x	x	12	8%	-1%	0.4	-3
7	CCC1Oc2ccccc2N(CC(=O)NCCC2=CCCCC2)C1=O (stereo unspecified)	5%	-0.9	1%	2	-1	-19%	12%	-0.6	4
8	COc1ccc(C(=O)Nn2c(SCC(=O)NCc3ccccc3)nc3ccccc3c2=O)cc1	5%	-1.4	4%	0	-1	-14%	18%	-0.2	-7
9	COc1ccc(C(=O)Nc2ccc3ncccc3c2)cc1	9%[57.1 µM]	0.0	11%	17	-5	5%	2%[57.1 µM]	1.6	-5
10	COc1ccccc1NC(=O)COC(=O)c1cc([N+](=O)[O-])ccc1N1CCCC1	-3%	-3.3	1%	-10	1	-21%	20%	0.6	-7
11	COc1ccc(NC(=O)CCc2c(C)nn(-c3ccc(N4CCCC4)nn3)c2C)cc1Cl	12%[57.1 µM]	-0.7	10%	x	0	-25%	30%[57.1 µM]	0.4	1
12	Cc1c(C)c2c(OCC(=O)NCC(C)C)cc3c(c2oc1=O)CCC(C)(C)O3	269%[activator]	0.6	-11%	8	4	-9%	91%[activator]	-0.6	-1
13	Cc1ccccc1-n1ncc2c1CC(C)(C)CC2NC(=O)CCN1Cc2ccccc2C1=O (stereo unspecified)	-2%	-0.6	-7%	4	-8	-9%	7%	0.0	-2
14	Cc1ccc(C(=O)NCCc2nnc(SCC(=O)Nc3cccc(C(=O)O)c3)n2C)cc1	7%	0.6	1%	-1	-2	1%	17%	0.1	1
15	Cc1cccc(NC(=S)N2CCC(NC(=O)c3cccc(F)c3)CC2)c1	1%	-0.9	0%	10	3	-11%	-6%	4.7	-2

4 entries drawn at random from the list so far, as already listed:
nr	SMILES	TrxR1 substrate	TRHR agonist	mIDH1 inhibitor	D2 antagonist	TRHR PAM	USP1 inh	TrxR1 inh	D2 ag	PI4K2A inh
3	COc1ccc(/C=N/NC(=O)c2cccnc2)cc1Cn1nc([N+](=O)[O-])c(Br)c1C	x	-0.6	x	-17	-10	x	x	-0.4	x
5	O=C(OCCOc1cccc(Cl)c1)C1CCN(S(=O)(=O)c2ccccc2)CC1	-8%	3.2	4%	-19	6	-20%	4%	2.5	0
11	COc1ccc(NC(=O)CCc2c(C)nn(-c3ccc(N4CCCC4)nn3)c2C)cc1Cl	12%[57.1 µM]	-0.7	10%	x	0	-25%	30%[57.1 µM]	0.4	1
14	Cc1ccc(C(=O)NCCc2nnc(SCC(=O)Nc3cccc(C(=O)O)c3)n2C)cc1	7%	0.6	1%	-1	-2	1%	17%	0.1	1

Continuation.
nr	SMILES	TrxR1 substrate	TRHR agonist	mIDH1 inhibitor	D2 antagonist	TRHR PAM	USP1 inh	TrxR1 inh	D2 ag	PI4K2A inh
16	COc1cc(C(=O)OCC(=O)Nc2cccc(S(=O)(=O)N3CCCC3)c2)ccc1OCC(C)C	-25%[57.1 µM]	-0.3	-5%	-3	5	-24%	16%	-1.7	0
17	Cc1ccc(C)c(CN2C(=O)NC3(CCCCCC3)C2=O)c1	4%[57.1 µM]	0.6	-1%	8	-4	-8%	-5%[57.1 µM]	-0.4	6
18	CN1CCN(CC#CCC(O)(c2ccccc2)c2ccccc2)CC1	7%[57.1 µM]	0.5	8%	7	2	9%	3%[57.1 µM]	1.9	1
19	COC(=O)CCN1CCN(S(=O)(=O)c2ccccc2Br)CC1	-9%	-0.2	6%	-21	0	-15%	25%[57.1 µM]	-2.3	0
20	CCSc1nc2c(sc3ccccc32)c(=O)n1C(C)C	-10%	0.1	1%	5	2	-18%	-18%	1.5	-4
21	CCOc1ccc(Br)cc1S(=O)(=O)Nc1ccc(N2CCOCC2)cc1	-7%	0.3	-3%	-6	-1	-7%	-4%	-0.6	9
22	CCCCc1nc(NCCNC(=O)c2ccco2)c(C#N)c2c1CSC(C)(C)C2	77%[activator]	0.4	-3%	-7	4	-18%	50µM*	1.1	-3
23	Cc1c(C(=O)N2CCCC2)oc2c1-c1nn(CC(=O)NCc3ccccc3F)cc1CC2	-7%	-0.5	0%	x	2	u	-4%	-0.2	-12
24	O=C(NCC1CCCO1)c1cc2ccccc2[nH]1 (stereo unspecified)	28%	0.4	9%	4	22	-18%	-3%	0.9	6
25	CC(Oc1ccccc1)C(=O)NN1Cc2ccccc2C1=N (stereo unspecified)	-2%[57.1 µM]	0.1	0%	-3	-1	-9%	0%[57.1 µM]	1.6	0
26	Cc1onc(C(=O)N2CCN(c3ccccc3)CC2)c1[N+](=O)[O-]	-3%	-0.1	-7%	-21	11	-8%	14%	0.3	-5
27	CCN(CC)C1CCN(Cc2cn[nH]c2-c2ccc(OC)c(F)c2)C1 (stereo unspecified)	-4%[57.1 µM]	0.7	0%	22	-4	-2%	-9%[57.1 µM]	-0.2	0
28	O=C1C(C=NCc2ccco2)=C(O)c2ccccc21	11%[57.1 µM]	-0.1	10%	0	-4	-5%	-19%[57.1 µM]	-0.1	-9
29	CCOC(=O)COc1ccc(S(=O)(=O)Nc2ccc(C)cc2)cc1	11%[57.1 µM]	2.7	11%	14	3	-13%	16%	0.4	-1
30	COCCn1c(Cc2ccccc2)nnc1SCC(=O)N1CCOCC1	5%	0.2	1%	1	3	-13%	11%	-0.2	-2
31	Cc1c(NS(=O)(=O)c2cccc(C(=O)OCC(=O)c3ccc(Cl)cc3)c2)c(=O)n(-c2ccccc2)n1C	-14%	x	-6%	x	x	-4%	-7%	x	6
32	CCN(CC)CCNC(=O)c1cn(CC)c2ccc(S(=O)(=O)N(C)C)cc2c1=O	-3%[57.1 µM]	0.1	12%	-9	-1	-14%	4%[57.1 µM]	0.6	5
33	CC(C)(C)c1ccc(C(=O)c2c[nH]c(C(=O)NCc3cccnc3)c2)cc1	-5%	0.3	4%	-14	2	-13%	4%	-1.1	8
34	CCCCOC(=O)c1cc(C)nc2ccc(Br)cc12	3%[57.1 µM]	-0.1	0%	0	0	-18%	6%	0.3	0
35	COCCn1c(SCC(=O)Nc2cccc(OC)c2)nc2c(oc3ccccc32)c1=O	2%	0.8	3%	14	-8	-24%	18%	-0.6	2
36	Cc1cc(C)n2c(Nc3ccc4c(c3)OCCO4)c(-c3ccco3)nc2n1	x	-0.3	x	-12	-6	x	x	-3.1	x
37	CCCc1[nH]c2ccc(C(=O)OC)cc2c1CCC	7%[57.1 µM]	0.1	4%	6	-4	-27%	21%	-1.2	0
38	CC1(C(=O)O)C=CC2(CCCCC2)N1C(=O)c1ccccc1 (stereo unspecified)	2%	0.0	2%	-22	1	-12%	28%	0.0	6
39	O=C(CCC(=O)N1CC2CCCN2c2ccccc21)NCc1ccc(F)cc1 (stereo unspecified)	0%[57.1 µM]	-0.3	-13%	x	-2	u	8%[57.1 µM]	0.3	-2
40	O=C(c1coc(=O)c(Br)c1)N1CCOCC1	136%[activator]	0.1	-4%	x	1	11%	-31%	x	-11
41	CCCCC(CC)C(=O)NCCc1ccc(S(N)(=O)=O)cc1 (stereo unspecified)	-2%	-0.6	5%	-6	12	-4%	5%	-0.1	-3
42	N#C/C(=C(/O)c1ccc(Cl)cc1)c1nc2ccccc2[nH]1	3%[57.1 µM]	0.2	4%	-1	-3	-13%	-5%[11.4 µM]	1.7	-1
43	COc1ccc(CCNC(=O)CNS(=O)(=O)c2ccc(Br)cc2)cc1	-1%	x	1%	x	x	-8%	23%	x	-4
44	COC(=O)C1(C(F)(F)F)C2C=CC(C2)N1S(=O)(=O)c1ccc(C)cc1 (stereo unspecified)	1%	-0.1	-7%	-9	20	-16%	18%	0.4	0

An excerpt from above, showing only USP1 inh and D2 antagonist:
nr	molecule	USP1 inh	D2 antagonist
44	COC(=O)C1(C(F)(F)F)C2C=CC(C2)N1S(=O)(=O)c1ccc(C)cc1 (stereo unspecified)	-16%	-9
33	CC(C)(C)c1ccc(C(=O)c2c[nH]c(C(=O)NCc3cccnc3)c2)cc1	-13%	-14
39	O=C(CCC(=O)N1CC2CCCN2c2ccccc21)NCc1ccc(F)cc1 (stereo unspecified)	u	x
36	Cc1cc(C)n2c(Nc3ccc4c(c3)OCCO4)c(-c3ccco3)nc2n1	x	-12
